Assay outcomes as filed in PubChem BioAssay.
Pf apPOL block: Pf-apPOL DNA polymerase inhibition; Recombinant Pf-apPOL, molecular beacon fluorescence, 1.5 h; 0.25% of 210,000 active; inhibition, % at 10 µM
mHTT CaM bind: inhibitors of human mutant huntingtin-calmodulin interaction; 3.6% of 190,000 active; inhibition, % at 15 µM; P42858; AID 1671202; AlphaScreen His-mHTT/GST-CaM binding, luminescence;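 further: 0% = both proteins with DMSO and 100% = one protein alone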
An asterisk follows results filed as active; . = not tested or not shown; & = joins results of further samples. No stated cut-off is given here; in the data, active means inhibition above about 50%; inactive means the rest.

| Molecule | Pf apPOL block | mHTT CaM bind |
| --- | --- | --- |
| CCOc1ccc(C(=O)N2CCN(c3nc(CN4CCOCC4)cs3)CC2)cc1 | 8 | 19 |
| Cc1sc2ccn(Cc3ccc(F)cc3)c(=O)c2c1C(=O)N1CCOCC1 | 1 | 12 |
| NNC(=S)NCc1ccc(F)cc1 | -1&-4 | . |
| O=C(Nc1cnn(Cc2ccc(Cl)cc2Cl)c1)c1noc2c1CCCC2 | -3 | 5 |
| Cc1ccc2c(c1)c1c(n2CCC#N)C(=O)CCC1 | 9 | -5 |
| Cc1ccc(C(O)C#CC23CC4CC(CC(C4)C2)C3)o1 (configuration not stated) | 3 | 87* |
| CCN(CC)CCCN1C(=O)C(O)=C(C(=O)c2ccc(C)o2)C1c1cccnc1 (configuration not stated) | -6 | 0 |
| COc1ccc(CNC(=O)NCC2(c3ccc(F)cc3)CC2)cc1 | -12 | -12 |
| CCOc1ccccc1NC(=O)N1CCCC1c1cccc(C)c1 (configuration not stated) | 1 | -7 |
| CCn1ccc2sc(C)c(C(=O)N3CCN(c4ccccc4F)CC3)c2c1=O | -4 | 41 |
| COC(=O)c1ccc(NS(=O)(=O)c2ccc3[nH]c4c(c3c2)CCCCC4)cc1 | -1 | 68* |
| COc1ccccc1C=C1Oc2c(CN3CCN(CCO)CC3)c(O)cc(C)c2C1=O | -9 | 7 |
| COCc1cc(C)nc(SCc2ccc(Cl)cc2)c1C#N | -1 | -196 |
| Cc1cccc(C(C)C)c1NC(=O)c1cncc(Br)c1 | -1 | -7 |
| O=C(O)CC1(CC(=O)Nc2cccc3nonc23)CCCCC1 | -8 | . |
| CC(C)CCNC(=O)Nc1ccc(N2CCCC(C(=O)NC3CCCCC3)C2)nc1 (configuration not stated) | -6 | 14 |
| O=C(NN=Cc1ccc(F)cc1)C(=Cc1ccco1)NC(=O)c1ccccc1 | -3 | . |
| c1ccc(Cn2c(-c3ccccc3)csc2=Nc2ccccc2)cc1 | . | -2 |
| COc1ccc(N=Cc2ccc(N(C)C)c(C#N)c2)cc1 | -5 | . |
| CC(C)n1cnnc1C1CCN(C(=O)C2CCCNC2)CC1 (configuration not stated) | 7 | 2 |
| COc1ccc(N2C(N)=C(C#N)C(c3ccc(F)cc3)C3=C2CCCC3=O)cc1 (configuration not stated) | -2 | 10 |
| O=C(NNc1c(Cl)cncc1Cl)c1cc2ccccc2s1 | -8 | . |
| O=C(O)Cc1csc2ccc(Cl)cc12 | -1 | . |
| COc1ccccc1OCC(=O)Nc1ccc2c(c1)CN(C(=O)C1CC1)CC2 | -27 | -5 |

The last two compounds of the section above open the next one:
| Molecule | Pf apPOL block | mHTT CaM bind |
| --- | --- | --- |
| O=C(O)Cc1csc2ccc(Cl)cc12 | -1 | . |
| COc1ccccc1OCC(=O)Nc1ccc2c(c1)CN(C(=O)C1CC1)CC2 | -27 | -5 |
| CCCNc1nnc(-c2nnc(CC)o2)c2ccccc12 | -2 | 7 |
| O=C1OC(c2ccc(Br)cc2)=N/C1=C\c1ccco1 | 0 | -4 |
| CC(C)(C)c1cc2nc3c(c(=O)n2[nH]1)CN(Cc1ccccc1)C3=O | -4 | . |
| Cc1cc(Cl)ccc1OC(C)C(=O)Nc1ccccc1F (configuration not stated) | -4 | -17 |
| Cc1ccc2[nH]c3c(c2c1)CCCC3O (configuration not stated) | -2 | 19 |
| COc1cccc(CNC(=O)C2(C)CCCN(C(=O)Nc3cc(Cl)ccc3OC)C2)c1 (configuration not stated) | -5 | 1 |
| Cc1c(NC(=O)c2ccc(Cl)cc2)c(=O)n(-c2ccccc2)n1C | -1 | 0 |
| Cc1c([N+](=O)[O-])cc(C(=O)Nc2cccc(-c3nc4ccccc4o3)c2)cc1[N+](=O)[O-] | -4 | 7 |
| OCCOc1ccc(C2=NCCO2)cc1 | 2 | -6 |
| O=C(NCCc1csc(-c2ccc(Cl)cc2)n1)c1cccs1 | -18 | 4 |
| Cc1ccc(NC(=O)C2CCN(c3cncnc3N3CCCC3)CC2)cc1F | -3 | 35 |
| NNc1ccc(Oc2ccccc2)c(S(=O)(=O)O)c1 | -2 | -2&6 |
| O=[N+]([O-])c1ccc(Oc2cc(C(F)(F)F)ccc2Cl)cc1O | 0 | 2 |
| CCN(CC)CCCNC(=O)C1CCCN(c2ncc(-c3ccccc3)cn2)C1 (configuration not stated) | 4 | 5 |
| C#CCN1C(=O)S/C(=C\c2cc(OC)c3c(c2)OCO3)C1=O | -1 | 7 |
| O=C(c1ccco1)N1CCc2ccc(NC(=O)C3(c4ccccc4)CCOCC3)cc2C1 | -14 | 16 |
| O=C1OC(Oc2ccccc2[N+](=O)[O-])(c2ccccc2)c2ccccc21 (configuration not stated) | -10 | 33 |
| Cc1nc(-c2cnccn2)nc2c1CCC(=O)N2Cc1cccnc1 | -5 | 5 |
| CCOC(=O)c1ccc(NC(=O)C2=C(C)C(=O)OC23CCCCCC3)cc1 | -2 | 7 |
| O=C(O)CCCC(=O)Nc1nc2nccc(-c3ccccc3)n2n1 | -2 | 82* |
| COc1ccc(C(=O)N2CCCn3nc(-c4ccncc4)cc3C2)c(C)c1 | -9 | 6 |
| O=C(Nc1ccccc1)N1CCCC1c1cccc(F)c1 (configuration not stated) | -4 | -4 |
| COc1ccc(OC)c(NS(=O)(=O)c2ccc3[nH]c4c(c3c2)CCCC4)c1 | -1 | 71* |
| CCOc1ccccc1-n1cc(-c2cc3ccccc3oc2=O)[nH]c1=O | 5 | 13 |

Rewritten with values under each structure: entries from further up.
Values run as follows: Pf apPOL block | mHTT CaM bind
Cc1ccc(C(O)C#CC23CC4CC(CC(C4)C2)C3)o1 (configuration not stated)
→ 3 | 87*
CCN(CC)CCCN1C(=O)C(O)=C(C(=O)c2ccc(C)o2)C1c1cccnc1 (configuration not stated)
→ -6 | 0
COc1ccc(CNC(=O)NCC2(c3ccc(F)cc3)CC2)cc1
→ -12 | -12
CCOc1ccccc1NC(=O)N1CCCC1c1cccc(C)c1 (configuration not stated)
→ 1 | -7
CCn1ccc2sc(C)c(C(=O)N3CCN(c4ccccc4F)CC3)c2c1=O
→ -4 | 41
COC(=O)c1ccc(NS(=O)(=O)c2ccc3[nH]c4c(c3c2)CCCCC4)cc1
→ -1 | 68*
COc1ccccc1C=C1Oc2c(CN3CCN(CCO)CC3)c(O)cc(C)c2C1=O
→ -9 | 7

(further entries)
| Molecule | Pf apPOL block | mHTT CaM bind |
| --- | --- | --- |
| Cc1c(NC(=O)c2c(F)c(F)c(F)c(F)c2F)c(=O)n(-c2ccccc2)n1C | -2 | -3 |
| O=C1CCC(=O)N1CN(Cc1cccs1)CN1C(=O)CCC1=O | 2 | . |
| CCCCNC(=O)C1CN(C(=O)c2cccs2)CC12CCCCC2 (configuration not stated) | -5 | -4 |
| CCC(=O)Nc1cccc(-c2nnc(SCC(=O)Nc3ccc(CC)cc3)n2C)c1 | -1 | 15 |
| Cn1nc(COCc2ccccc2)c2c1CCN(C(=O)Nc1ccc(Cl)cc1)C2 | -4 | 10 |
| CCCC(=O)Nc1cccc(S(=O)(=O)c2cccc(NC(=O)CCC)c2)c1 | -11 | -4 |
| CN(C)c1ccc(C(=O)N2CCCC2c2nc(-c3ccc(F)cc3F)no2)cc1 (configuration not stated) | -6 | 7 |
| O=C(Nc1ccc(F)c(Cl)c1)c1cnc(-c2ccccc2)nc1-c1ccncc1 | 3 | 6 |
| Cc1noc(C)c1C1CCCN1Cc1cn[nH]c1-c1ccc(F)cc1 (configuration not stated) | 6 | 1 |
| CCSc1nsc2nc(=O)c(C=C3C=CC(=O)C=C3)c(N)n12 | -4 | 3 |
| OCCCNNC(=S)Nc1ccc(Cl)cc1Cl | 0 | . |
| COc1ccc(C2=NC3(CCCCCC3)N(CC(=O)Nc3ccc(C)cc3)C2=O)cc1 | -2 | 4 |
| Cc1ccc(Nc2nc(N3CCOCC3)nc(=O)[nH]2)cc1C | 0 | -4 |
| N#Cc1nc(-c2ccc(Cl)cc2)oc1NCc1ccco1 | 2 | 9 |
| O=C(NCCN1CCOCC1)c1ccc2c(c1)ncn2-c1cccc(Cl)c1 | 1 | 12 |
| Cc1noc(C)c1S(=O)(=O)N1CCCC2(C1)Nc1ccccc1NC2=NC(C)(C)C (configuration not stated) | -5 | 35 |
| CCN(C)C(=O)C1CN(C(=O)c2ccc(C)cc2)CC1c1cccc(C(F)(F)F)c1 (configuration not stated) | -2 | 49 |
| O=C(c1cccs1)N1CCCC(c2nc(-c3ccccc3)n[nH]2)C1 (configuration not stated) | 10 | 1 |
| CCOc1ccccc1C1C(C#N)=C(N)Oc2cc(O)c(Cl)cc21 (configuration not stated) | -2 | 20 |
| Cc1ccc(CN2CCN(C3CCN(C(=O)Nc4ccc(C)cc4)CC3)C2=O)cc1 | -10 | 8 |
| CS(=O)(=O)N1CCC(C(=O)Nc2nnc(-c3ccc4c(c3)OCCO4)o2)CC1 | 0 | -6 |
| O=C(NCCC1=CCCCC1)c1cn2ccccc2n1 | 3 | -9 |
| O=C(NCc1ccncc1)c1ccc2ncnc(N3CCCCC3)c2c1 | 0 | -6 |
| Cc1c(N=Cc2ccc(O)c(O)c2)c(=O)n(-c2ccccc2)n1C | -6 | 3 |
| CCS(=O)(=O)c1ccc(-c2nnc(NC(=O)c3c(F)cccc3Cl)o2)cc1 | 7 | 12 |
| O=[N+]([O-])c1ccc(Cn2cc[n+](Cc3ccc([N+](=O)[O-])cc3)c2)cc1 | . | 3 |
| CCC(c1ccccc1)c1nnc(NC(=O)c2ccccc2Br)s1 (configuration not stated) | -10 | -3 |
| CC(C)CNC(=O)C(=O)Nc1nccs1 | -1 | 0 |
| COc1ccccc1-c1ccc(SCC(=O)Nc2ccc3c(c2)OCCO3)nn1 | -7 | 7 |
| CCOCCCNC(=O)C1(C)CCC(=O)N1Cc1ccccc1 (configuration not stated) | -2 | -2 |
| CC(=O)Nc1ccc(N/C=C(\C#N)c2nc(-c3ccccc3)cs2)cc1 | 2 | 4 |
| O=C(C=Cc1ccco1)c1ccc(O)cc1 | 2 | 6 |
| CC(=O)N1CCN(C2CCC(C)CC2)CC1 (configuration not stated) | 2 | -2 |
| CC1CC(C)CN(S(=O)(=O)N2CCCC(C(=O)O)C2)C1 (configuration not stated) | 24 | -7 |
| COc1ccccc1N1CCN(C(=O)c2c(-c3c(Cl)cccc3Cl)noc2C)CC1 | -2 | 37 |
| Cc1nnc(SCC(=O)Nc2nnc(C(F)(F)F)s2)s1 | -2 | 11 |

Part of the list above in order of SMILES length, descending.
| Molecule | Pf apPOL block | mHTT CaM bind |
| --- | --- | --- |
| COc1ccccc1N1CCN(C(=O)c2c(-c3c(Cl)cccc3Cl)noc2C)CC1 | -2 | 37 |
| COc1ccccc1-c1ccc(SCC(=O)Nc2ccc3c(c2)OCCO3)nn1 | -7 | 7 |
| CC1CC(C)CN(S(=O)(=O)N2CCCC(C(=O)O)C2)C1 (configuration not stated) | 24 | -7 |
| Cc1nnc(SCC(=O)Nc2nnc(C(F)(F)F)s2)s1 | -2 | 11 |
| O=C(C=Cc1ccco1)c1ccc(O)cc1 | 2 | 6 |

(further entries)
| Molecule | Pf apPOL block | mHTT CaM bind |
| --- | --- | --- |
| Cc1cccc(NC(=O)c2ccc(N3CC4CC(C3)c3cccc(=O)n3C4)c([N+](=O)[O-])c2)n1 (configuration not stated) | -5 | 12 |
| O=C(c1ccncc1)N1CC(C(=O)N2CCSCC2)C2(CCCCC2)C1 (configuration not stated) | -2 | -4 |
| Cn1nc(C(=O)NCc2ccc3c(c2)OCO3)c2c1CCN(C(=O)C1CCCC1)C2 | -11 | 44 |
| CCCN(C(=O)c1coc(=O)c2ccccc12)c1cccc(Cl)c1 | -3 | 1 |
| CCCCNS(=O)(=O)c1ccc2c(c1)CC(C)N2C(=O)CC (configuration not stated) | 4 | 1 |
| CCCC[C@H]1COCCS(=O)(=O)N1Cc1ccccc1F | -2 | -15 |
| O=C(CN1C(=O)c2ccccc2C1=O)N1CCN(c2ccccc2Cl)CC1 | -5 | 2 |
| CN(C)c1ccc(N2CCC(C(=O)N3CCN(c4cccc(Cl)c4)CC3)CC2)nn1 | -7 | 28 |
| CCOC(=O)c1sc(NC(=O)c2cn(C)nc2OC)nc1C | -2 | -7 |
| O=C1c2ccccc2-c2nc3c(Br)cc(C(F)(F)F)cc3nc21 | -2 | 22 |
| O=c1c(-c2ccc(Cl)cc2)coc2c3c(ccc12)OCN(CCCO)C3 | -23 | 9 |
| O=S(=O)(Nc1ccc(N2CCCS2(=O)=O)cc1)c1ccc2c(c1)OCCO2 | -2 | -15 |

In the list so far, 4 contain two or more sulfur atoms.
| Molecule | Pf apPOL block | mHTT CaM bind |
| --- | --- | --- |
| O=C(NCCc1csc(-c2ccc(Cl)cc2)n1)c1cccs1 | -18 | 4 |
| CCSc1nsc2nc(=O)c(C=C3C=CC(=O)C=C3)c(N)n12 | -4 | 3 |
| Cc1nnc(SCC(=O)Nc2nnc(C(F)(F)F)s2)s1 | -2 | 11 |
| O=S(=O)(Nc1ccc(N2CCCS2(=O)=O)cc1)c1ccc2c(c1)OCCO2 | -2 | -15 |

Next section
| Molecule | Pf apPOL block | mHTT CaM bind |
| --- | --- | --- |
| CC(C)(C)S(=O)(=O)c1ccc(-c2ccccc2)cc1 | 2 | 1 |
| CCOc1ccc(CN2C(=O)CCC2(C)C(=O)NC2CCCC2)cc1 (configuration not stated) | 3 | -1 |
| COC(=O)c1sccc1S(=O)(=O)N1CCN(C2c3ccccc3-c3ccccc32)CC1 | -5 | . |
| COc1ccc(CNC(=O)c2ccc3ccccc3n2)cc1 | 14 | -12 |
| CC(=O)c1ccc(OCCOc2ccc(C#N)cc2)cc1 | -8 | -15 |
| Nc1ncnc2c1cnn2-c1ccccc1 | -7 | . |
| Cc1ccc(CNC(=O)NC2CCCCC2)cc1 | -4 | 4 |
| COc1ccc(CNCc2cc(OC)c(OC)c(OC)c2)cc1 | 2 | . |
